STAT1 inh: inhibitors of IFN-gamma induced STAT1 signaling; NIH 3T3 STAT1-luciferase reporter, luminescence; inhibition, % at 5.5 µM; 200,000 compounds, 0.35% hits;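 active means inhibition above a set limit, the mean inhibition across all tested compounds plus 3 SD, cut at about 34% in these data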;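 further: 0% = IFN-gamma with DMSO and 100% = IFN-gamma with 300 µM nifuroxazide; values of inactives mirror those of a sister screen read the other way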
TNAP act hiacc: activators of human TNAP at high phosphate acceptor concentration | purified TNAP, CDP-star luminescence, 1 M DEA, 30 min; stronger effect = higher value; 0 = EDTA background, 1 = DMSO-only activity | activation factor at 20 µM | 200,000 tested, under 10 active;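 active means activation factor at least 2 at 20 µM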
Target sequence (P05186 whole entry, looked up): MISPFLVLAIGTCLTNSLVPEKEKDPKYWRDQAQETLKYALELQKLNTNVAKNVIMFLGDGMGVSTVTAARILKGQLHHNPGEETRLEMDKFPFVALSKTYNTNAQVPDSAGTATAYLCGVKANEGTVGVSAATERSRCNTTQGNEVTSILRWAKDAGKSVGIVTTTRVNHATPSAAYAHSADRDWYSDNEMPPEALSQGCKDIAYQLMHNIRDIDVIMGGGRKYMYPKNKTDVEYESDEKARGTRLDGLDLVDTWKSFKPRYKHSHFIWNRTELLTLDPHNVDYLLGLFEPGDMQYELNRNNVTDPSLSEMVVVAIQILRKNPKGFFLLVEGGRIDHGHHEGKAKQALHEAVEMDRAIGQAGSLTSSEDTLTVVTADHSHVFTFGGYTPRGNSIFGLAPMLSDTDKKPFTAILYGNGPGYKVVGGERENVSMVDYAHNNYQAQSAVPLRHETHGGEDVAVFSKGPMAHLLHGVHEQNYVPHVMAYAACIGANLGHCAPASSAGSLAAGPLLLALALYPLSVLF
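Assay system: human TNAP; Input: enzyme diluted 1/800 final; Reagent: CDP-star luminogenic substrate at 100 µM final; Timing: 30 min, room temperature; Signal: luminescence; Evaluation: TNAP activation factor scaled between EDTA and DMSO control wells.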
STAT3 act: STAT3 signaling activation; U3A cells, IL-6 STAT3-luciferase reporter, luminescence; 100% = signal with IL-6 EC80 alone; activation (% of control), % at 5.6 µM; 190,000 compounds, 0.91% hits; AID 871;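 active means activation above the screen-wide mean of compound activation plus 3 SD, cut at about 130% in these data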;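 further: 0% = background luminescence of wells with medium and substrate only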
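Material: STAT1-lacking human U3A cells, STAT3 luciferase reporter | Benchmarks: IL-6-only wells as 100% reference | Probe or stimulus: IL-6 (33 ng/mL) | Timing: Compound 1 h, then IL-6 6 h at 37 °C | Detection: Luminescence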
PPARg SRC-3 ag: promotes SRC-3 coactivator recruitment by human PPARgamma; biochemical PPARgamma/SRC-3 coactivator recruitment assay; activation, % at 8 µM; 200,000 compounds, 0.26% hits; in the data active means activation above about 23%;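 further: 0% = DMSO and 100% = reference agonist; some compounds past the cut are filed as inactive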
Target sequence (P37231 whole entry, looked up): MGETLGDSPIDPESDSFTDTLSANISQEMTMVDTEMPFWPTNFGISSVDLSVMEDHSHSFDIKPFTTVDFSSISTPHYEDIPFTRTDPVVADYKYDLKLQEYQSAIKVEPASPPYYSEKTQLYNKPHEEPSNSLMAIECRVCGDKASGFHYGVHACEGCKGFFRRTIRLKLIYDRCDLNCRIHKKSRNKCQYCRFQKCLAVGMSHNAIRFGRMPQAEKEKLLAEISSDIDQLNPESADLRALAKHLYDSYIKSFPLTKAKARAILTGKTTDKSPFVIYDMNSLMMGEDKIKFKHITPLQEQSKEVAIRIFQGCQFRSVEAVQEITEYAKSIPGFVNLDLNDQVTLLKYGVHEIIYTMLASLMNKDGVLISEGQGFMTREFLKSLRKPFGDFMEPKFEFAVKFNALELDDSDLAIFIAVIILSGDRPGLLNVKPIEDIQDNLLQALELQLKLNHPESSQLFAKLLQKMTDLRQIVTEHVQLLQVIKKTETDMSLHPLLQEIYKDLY
TR-FRET SRC-2 ct: TR-FRET artefact, counter-screen to PPARgamma/SRC-2 agonist assay; stronger effect = higher value; TR-FRET ratio at 8 µM; 200,000 compounds, 0.4% hits; in the data active means TR-FRET ratio above about 2000; further: inactives centre near 1500
PPARg SRC-2 ag: PPARgamma-driven SRC-2 recruitment agonism; PPARgamma LBD-SRC-2 recruitment, biochemical; activation, % at 8 µM; 200,000 compounds, 0.34% hits; in the data active means activation above about 22%;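 further: 0% = vehicle and 100% = reference agonist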
PPARg SRC-1 ag: promotes SRC-1 coactivator recruitment by human PPARgamma; PPARgamma-SRC-1 coactivator recruitment biochemical assay; 200,000 compounds, 0.41% hits; activation, % at 8 µM; P37231; in the data active means activation above about 19%;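 further: 0% = DMSO and 100% = reference agonist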
bIAP inhibitor: blocks bovine intestinal alkaline phosphatase activity. purified bovine IAP, CDP-star luminescence, 30 min. AID 1019. inhibition, % at 20 µM. 190,000 tested, under 10 active;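 active means over 50% inhibition of intestinal alkaline phosphatase at 20 µM in the single-dose screen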
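Incubation: 30 min reaction at room temperature / Material: purified bovine intestinal alkaline phosphatase (IAP) enzyme / Input: enzyme at 1/65,000,000 dilution / Dosing: 20 µM single dose / Signal: CDP-star luminescence signal / Reagent: CDP-star chemiluminescent phosphatase substrate, 30 µM final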
STAT3 inh: reduces IL-6 driven STAT3 reporter signal | U3A cells, IL-6 STAT3-luciferase reporter, luminescence; host cell line lacks STAT1 | 190,000 compounds, 0.89% hits | inhibition, % at 5.5 µM;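 active means inhibition above the mean inhibition across all screened compounds plus 3 SD, cut at about 44% in these data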;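 further: 0% = DMSO only wells and 100% = 100 µM nifuroxazide control wells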
bIAP activator: intestinal alkaline phosphatase (bovine) activation; purified bovine IAP, CDP-star luminescence, 30 min; stronger effect = higher value; fold of DMSO-control signal, blank-subtracted; activation factor at 20 µM; 200,000 compounds, 0.17% hits; AID 1016;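 active means activation factor of 2 or more at 20 µM, a signal rise over negative controls twice the positive control's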
ROMK primary: human ROMK K+ channel modulation, primary screen. Tet-inducible ROMK, thallium flux fluorescence; actives lie on both sides. B-score at 10 µM. 130,000 compounds, 2% hits;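 active means signal ratio slope over the read window, or its plate-corrected B-score, at least 3 SD from the plate mean, either direction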;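 further: B-score of the F/F0 ratio slope over 7 to 12 s after thallium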
* hit, by the source's call; x = no result given.

SMILES	STAT1 inh	TNAP act hiacc	STAT3 act	PPARg SRC-3 ag	TR-FRET SRC-2 ct	PPARg SRC-2 ag	PPARg SRC-1 ag	bIAP inhibitor	STAT3 inh	bIAP activator	ROMK primary
COc1ccc(/C=N/N2CCN(C)CC2)cc1O	1	1	104	6	1653	11	8	-3	5	1	x
COc1ccc(C(=O)N/N=C/c2ccc(OC)c(CSc3ccccn3)c2)cc1	-3	1	88	3	1679	0	7	1	18	1	1.5
O=C(Nc1cccc(F)c1)C1CC(=O)N(c2ccc(Cl)cc2)C1 (stereo unspecified)	2	1	99	1	1589	8	-1	12	3	0.9	2
Cc1ccc(C(=O)NCCN2C3=NC[C@H](C(C)C)N3C[C@H]2Cc2ccc(O)cc2)cc1Br	-4	1.1	x	-2	1659	4	6	-1	x	1	x
NS(=O)(=O)c1ccc(N=NN2CCCCC2)cc1	-23	1	115	4	1579	0	-1	6	-17	0.9	-0.22
CC/C(=C\C(=O)c1ccncc1)Nc1ccc(Br)cc1	3	1.1	88	-7	1516	4	8	4	17	1	x
CCN1CCN(S(=O)(=O)c2cc(OC)c(Cl)cc2OC)CC1	-2	1	105	-5	1467	3	-6	-2	-6	1	0.14
Cc1[nH]c2ccccc2c1SCCNC(=O)c1ccc(S(=O)(=O)N2CCCC2)cc1	0	1	105	-1	1261	7	1	11	-6	0.9	-1.8
CCCC(=O)Nc1ccc(C(=O)Nc2ccc([N+](=O)[O-])cc2OC)cc1	-4	1.1	83	0	1533	7	0	-5	25	1	-0.92
Cc1ccc(-n2c(=S)[nH]c3c(oc4ccccc43)c2=O)cc1	-1	1	100	6	1899	7	0	-3	-5	1	x
CCCCCn1c(Sc2ccccc2)nc2c1c(=O)[nH]c(=O)n2C	8	1	115	-4	1436	-3	13	15	-9	0.9	x
Cc1ccc(CNCC(O)(c2ccc(F)cc2)c2ccc(F)cc2)cc1	10	1	96	13	1682	15	0	26	10	0.7	x
C/C(=N\NC(=O)C(N)=O)c1ccc(Br)cc1	6	1	101	-3	1658	8	3	0	0	1	0.76
COc1ccc(C(CC(=O)Nc2ccccc2OC)n2cccc2)cc1 (stereo unspecified)	2	1	96	0	1700	0	0	11	5	0.9	x
COc1ccc2c(Cl)c(C(=O)N/N=C/c3c(C)[nH]c4ccccc34)sc2c1	-4	1	101	-2	1518	-2	3	7	-6	0.9	x
COc1ccc(-c2n[nH]c(=S)n2/N=C/C=C/c2ccccc2OC)cc1	0	1	103	4	1471	1	1	-18	-5	1.2	-0.00048
COc1ccc(-c2nc(CSCC(=O)NC3CCCc4ccccc43)c(C)o2)cc1 (stereo unspecified)	2	1.1	96	2	1575	0	4	-4	8	1	x
CC1CCCN(CCOCCSc2ccccc2)C1 (stereo unspecified)	9	1	88	-4	1755	3	4	-22	16	1.2	x
CC1(C)Cc2c(sc3c2C2=NCCN2C=N3)CS1	-2	1	105	-4	1627	-2	-6	-7	-6	1.1	-0.61
CCOC(=O)C1=C(CS(=O)(=O)c2ccc(C)c(C)c2)NC(=O)NC1c1ccc(O)cc1 (stereo unspecified)	-2	1	103	1	1564	4	1	10	-2	0.9	x

10 compounds out of the list, ordered by SMILES length, highest first:
SMILES	STAT1 inh	TNAP act hiacc	STAT3 act	PPARg SRC-3 ag	TR-FRET SRC-2 ct	PPARg SRC-2 ag	PPARg SRC-1 ag	bIAP inhibitor	STAT3 inh	bIAP activator	ROMK primary
CCOC(=O)C1=C(CS(=O)(=O)c2ccc(C)c(C)c2)NC(=O)NC1c1ccc(O)cc1 (stereo unspecified)	-2	1	103	1	1564	4	1	10	-2	0.9	x
Cc1[nH]c2ccccc2c1SCCNC(=O)c1ccc(S(=O)(=O)N2CCCC2)cc1	0	1	105	-1	1261	7	1	11	-6	0.9	-1.8
COc1ccc2c(Cl)c(C(=O)N/N=C/c3c(C)[nH]c4ccccc34)sc2c1	-4	1	101	-2	1518	-2	3	7	-6	0.9	x
CCCC(=O)Nc1ccc(C(=O)Nc2ccc([N+](=O)[O-])cc2OC)cc1	-4	1.1	83	0	1533	7	0	-5	25	1	-0.92
COc1ccc(-c2nc(CSCC(=O)NC3CCCc4ccccc43)c(C)o2)cc1 (stereo unspecified)	2	1.1	96	2	1575	0	4	-4	8	1	x
COc1ccc(-c2n[nH]c(=S)n2/N=C/C=C/c2ccccc2OC)cc1	0	1	103	4	1471	1	1	-18	-5	1.2	-0.00048
Cc1ccc(CNCC(O)(c2ccc(F)cc2)c2ccc(F)cc2)cc1	10	1	96	13	1682	15	0	26	10	0.7	x
CCCCCn1c(Sc2ccccc2)nc2c1c(=O)[nH]c(=O)n2C	8	1	115	-4	1436	-3	13	15	-9	0.9	x
COc1ccc(C(CC(=O)Nc2ccccc2OC)n2cccc2)cc1 (stereo unspecified)	2	1	96	0	1700	0	0	11	5	0.9	x
C/C(=N\NC(=O)C(N)=O)c1ccc(Br)cc1	6	1	101	-3	1658	8	3	0	0	1	0.76

(next part)
SMILES	STAT1 inh	TNAP act hiacc	STAT3 act	PPARg SRC-3 ag	TR-FRET SRC-2 ct	PPARg SRC-2 ag	PPARg SRC-1 ag	bIAP inhibitor	STAT3 inh	bIAP activator	ROMK primary
CCN(CC)c1ccc(NC(=O)CSc2nnc3nc(C)cc(C)n23)cc1	0	1	88	2	1351	0	1	-6	18	1.1	x
COc1ccc(C(=O)c2coc3ccc(O)c(CN4CCCC4)c23)cc1	0	1	96	-7	1350	-4	2	5	13	0.9	x
Nc1nc(NCc2cccs2)nn1-c1ccccc1	-10	x	117	0	1365	3	-1	x	-17	x	x
CCCCc1nnc(NC(=O)C2CC(=O)N(c3ccc4c(c3)OCCO4)C2)s1 (stereo unspecified)	5	1	103	6	1665	1	-3	12	-4	0.9	x
N#CC1=C(SCC(=O)Nc2ccccc2)NC(=O)CC1c1ccc(O)cc1 (stereo unspecified)	11	1.1	100	-9	1525	6	-5	3	5	1	x
CC(=O)Nc1ccc(OCC(=O)NCCc2ccc(Cl)cc2)cc1	-1	1	97	0	1465	2	3	11	8	0.9	x
Cc1nc(N2CCC(C)CC2)c2c(C)c(C(=O)Nc3ccc(C(F)(F)F)cc3)sc2n1	-5	1	89	1	1515	6	9	-2	15	1	0.061
Cc1ccc(-n2cccn2)c(CN2CCCC(C(=O)c3ccc4c(c3)OCO4)C2)c1 (stereo unspecified)	1	1.1	106	3	1543	14	0	9	-2	0.9	-0.87
CCOC(=O)c1c(C)[nH]c(C(=O)CSc2nc3ccccc3o2)c1C	-16	1	117	12	1702	9	4	8	-20	0.9	x
Cc1cc(C)c(C)c(S(=O)(=O)NCc2ccco2)c1C	3	1.1	105	-2	1747	10	-2	42	-3	0.6	x
COc1ccc(NC(=O)CNC(=O)Cn2c(C)cc3ccccc3c2=O)c(OC)c1	6	1	100	3	1768	0	5	-18	1	1.2	0.0073
O=C(NCc1cccnc1)c1ccc(COc2ccc3c(c2)CCC3)o1	-6	1.1	95	11	1420	5	-5	-20	10	1.2	x
CC(C)C(=O)N(Cc1cc(=O)[nH]c2ccccc12)c1ccccc1	-1	1	120	-2	1433	0	3	-2	-16	1	x
CCCNC(=O)COc1cccc(C(=O)NCc2ccccc2)c1	4	1	111	1	1551	2	12	13	-11	0.9	0.17
COc1ccc(C)cc1NC(=O)c1ccc(-c2ccc(C(C)=O)cc2)o1	1	1	79	13	1783	5	4	12	29	0.9	-0.66
Cc1cccc2c1OCC/C2=N\NC(=O)COc1ccccc1	-23	1	98	13	1596	11	8	4	4	1	x
COc1cc(CNc2ccc(N3CCOCC3)cc2)cc(Br)c1OC	8	1.1	79	12	1809	14	11	0	31	1	-0.1
Cc1ccc(Nc2nnc(SCC(=O)NCCN3C(=O)CSC3=O)s2)cc1C	-19	0.9	103	8	1495	13	10	10	2	0.9	x
O=C(CCc1c[nH]c2ccccc12)N1CCN(c2ccc(F)cc2)CC1	-6	1.1	101	-4	1435	-4	-1	2	5	1	2.3
CCOc1ccc(NC(=NCc2ccc3c(c2)OCO3)SC2CC(=O)N(c3ccc(C(=O)O)cc3)C2=O)cc1 (stereo unspecified)	6	1	96	-3	1493	-1	-2	-4	4	1	0.91
c1coc(-c2nc(-c3ccco3)c(-c3ccco3)nc2-c2ccco2)c1	-7	0.9	112	6	1474	9	3	6	-11	0.9	x
CC1CCCN(C(=O)c2ccc(S(=O)(=O)N3CCC(c4nc5ccccc5s4)CC3)cc2)C1 (stereo unspecified)	-4	x	57	-20	1422	-1	-4	x	53*	x	-2.2
COc1ccc(CCNC(=O)C(=O)N/N=C/c2cccs2)cc1OC	-4	1	97	-3	1550	-5	-1	-6	6	1.1	-0.19
CC(C)n1cc(/C=C2/NC(=O)N(c3cccc(Cl)c3)C2=O)c2ccccc21	4	1	101	8	1542	5	0	6	2	0.9	-0.66
CC(C)CN1C(=O)c2ccc(C(=O)Nc3ccncc3)cc2C1=O	14	1.1	63	-9	1447	-7	-1	5	49*	0.9	x
COc1ccc(C2CC2/C(C)=N/OC(=O)C2CC2)cc1 (stereo unspecified)	-12	1	108	-3	1373	-6	3	-9	-8	1.1	-0.14
CC(C)C(C(=O)NC1CCCCC1)N(CC1CCCO1)C(=O)CNS(=O)(=O)c1ccc(F)cc1 (stereo unspecified)	10	1	100	8	1718	17	3	-2	4	1	x
CCOc1ccc(S(=O)(=O)N/N=C2/CCCC(=O)C2)cc1	7	1.1	102	7	1604	1	7	x	-5	0.1	-0.31
O=C(Nc1ccc([N+](=O)[O-])cc1)c1ccccc1F	-43	1	90	7	1718	3	13	7	14	0.9	x
CCOc1cc(C(=O)Nc2ccc(N3CCN(S(C)(=O)=O)CC3)cc2)cc(OCC)c1OCC	-5	1	107	1	1672	12	6	9	-3	0.9	x
Cc1ccccc1OCC(=O)N(Cc1cccs1)C1CCS(=O)(=O)C1 (stereo unspecified)	0	1	99	-1	1547	4	3	0	8	1	-1.7
Cc1cc(C(=O)CN2C(=O)NC3(CCCCC3C)C2=O)c(C)n1Cc1cccs1 (stereo unspecified)	-61	1	114	-3	1646	-1	9	12	-20	0.9	-0.21
CCc1nnc(N/N=C/c2ccc(N3CCC(C)CC3)c([N+](=O)[O-])c2)n1N	-20	0.9	102	4	1559	-1	0	6	-5	0.9	-0.76
C=CCn1c(SCC(=O)c2ccc(F)cc2)nnc1-c1ccc2c(c1)OCO2	8	1	92	0	1511	-12	-3	4	16	1	-0.75

Compound activity deposited in PubChem by several laboratories.
